# Tb MetRS inh – T. brucei MetRS inhibitors, primary screen, biochemical, luminescence. inhibition, % at 11.9 µM. purified T. brucei MetRS, ATP depletion, Kinase-Glo luminescence. methionyl-tRNA synthetase (Trypanosoma brucei brucei). 360,000 tested, 0.4% active. AID 624268, 2012;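 active = inhibition above a per-plate cutoff of the control wells' mean inhibition plus 3 SD, cut at about 5.5% in these data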;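 also: 0% = DMSO wells median and 100% = median of wells with control inhibitor compound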
#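 Material – parasite MetRS enzyme · Medium – HEPES-MgCl2-KCl buffer plus DTT, spermine, BSA, pyrophosphatase · Reagent – ATP, methionine and E. coli bulk tRNA substrates · Times – 15 min enzyme-compound preincubation, 2 h reaction, 10 min detection, 25 °C · Measured by – luminescence of leftover ATP · Evaluation – percent inhibition relative to median high and low control wells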
# LMPTP block – LMPTP phosphatase inhibitors, primary screen, biochemical, fluorescence intensity, uHTS; recombinant LMPTP-A, OMFP fluorogenic substrate; inhibition, % at 20 µM; 360,000 tested, 0.22% active; AID 651560, 2012;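 active = compounds that cut the enzyme signal by at least half of the control window in the single-dose screen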;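 also: plate controls were DMSO wells with enzyme plus substrate for no effect and substrate without enzyme for full effect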
#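 Test system: LMPTP-A, protein tyrosine phosphatase of low molecular weight; Input: 0.625 nM enzyme; Incubation: 50 min dark incubation at room temperature; Signal: endpoint fluorescence intensity from OMFP dephosphorylation; Read-out basis: % inhibition versus control wells.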
# SUMO1-SIM PPI – modulators of SUMO1 protein-protein interactions, primary screen, biochemical, uHTS. SUMO1 binding to a labelled peptide, TR-FRET, 1 h. inhibition, % at 20 µM. 360,000 tested, 0.33% active. AID 602429, 2012; in the data active = inhibition above about 37%
# Target sequence (P63165 whole entry, looked up): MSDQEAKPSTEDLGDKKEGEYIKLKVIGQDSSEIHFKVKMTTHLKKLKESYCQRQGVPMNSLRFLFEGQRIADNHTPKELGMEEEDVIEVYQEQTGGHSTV
# STEP block – STEP phosphatase inhibitors, primary screen, biochemical, fluorescence intensity, uHTS; inhibition, % at 20 µM; 360,000 tested, 0.25% active; recombinant STEP, OMFP fluorogenic substrate; AID 588621, 2011;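 active = inhibition at 20 µM, scaled per plate between control wells, above about 37%, limit read from the data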;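 also: 0% = DMSO with enzyme and substrate and 100% = substrate only without enzyme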
#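 System: isolated STEP enzyme; schedule: 20 min enzyme reaction at room temperature, protected from light; medium: Bis-Tris buffer pH 6.0, 2.5 mM DTT, 0.005% Tween 20; signal: fluorescence, 480/540 nm; dosing: single compound dose of 20 µM, 1% DMSO final; also added: OMFP substrate, 25 µM final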
# Scp1 inh – Scp-1 phosphatase inhibitors, primary screen, biochemical, colorimetric, uHTS; Recombinant Scp1, phosphopeptide, malachite green phosphate absorbance; inhibition, % at 20 µM; 340,000 tested, 0.88% active; AID 493091, 2011;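 active = inhibition above about 50% at 20 µM, limit read from the data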;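 also: plate controls were DMSO wells with enzyme for no effect and wells lacking enzyme for full effect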
#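 Material – SCP-1 phosphatase catalytic domain, residues 76-261 · Buffer or medium – Acidic Tris acetate buffer with magnesium and detergent · Also added – Phospho 17-mer peptide substrate · Compound – single 20 µM dose, 1% DMSO · Times – 45 min room-temperature reaction, 5 min colour, 30 min stabiliser · Technique – Phosphate-binding colour reagent, absorbance read at 630 nm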
# bovine MsrA act – bovine MsrA enzyme activators, primary screen, biochemical, absorbance, HTS. AID 602163, 2012. purified bovine MsrA, absorbance read-out. 360,000 tested, 0.3% active. activation, % at 10.6 µM; in the data active = activation above about 7.5%;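 also: 0% = vehicle and 100% = reference activator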
# CendR NRP1 mod – modulators of CendR peptide binding to NRP-1, primary screen, biochemical, fluorescence polarization, uHTS; 360,000 tested, 0.85% active; FAM-RPARPAR peptide binding to NRP-1; Neuropilin-1 (Homo sapiens), O14786; inhibition, % at 25 µM; AID 602438, 2012;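 active = inhibition or corrected inhibition above about 18%, plus a signal ratio from 0.5 to 1.5, limit read from the data, passing the limit was not always enough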; also: strong numbers were not always called active
# Target sequence (O14786 whole entry, looked up): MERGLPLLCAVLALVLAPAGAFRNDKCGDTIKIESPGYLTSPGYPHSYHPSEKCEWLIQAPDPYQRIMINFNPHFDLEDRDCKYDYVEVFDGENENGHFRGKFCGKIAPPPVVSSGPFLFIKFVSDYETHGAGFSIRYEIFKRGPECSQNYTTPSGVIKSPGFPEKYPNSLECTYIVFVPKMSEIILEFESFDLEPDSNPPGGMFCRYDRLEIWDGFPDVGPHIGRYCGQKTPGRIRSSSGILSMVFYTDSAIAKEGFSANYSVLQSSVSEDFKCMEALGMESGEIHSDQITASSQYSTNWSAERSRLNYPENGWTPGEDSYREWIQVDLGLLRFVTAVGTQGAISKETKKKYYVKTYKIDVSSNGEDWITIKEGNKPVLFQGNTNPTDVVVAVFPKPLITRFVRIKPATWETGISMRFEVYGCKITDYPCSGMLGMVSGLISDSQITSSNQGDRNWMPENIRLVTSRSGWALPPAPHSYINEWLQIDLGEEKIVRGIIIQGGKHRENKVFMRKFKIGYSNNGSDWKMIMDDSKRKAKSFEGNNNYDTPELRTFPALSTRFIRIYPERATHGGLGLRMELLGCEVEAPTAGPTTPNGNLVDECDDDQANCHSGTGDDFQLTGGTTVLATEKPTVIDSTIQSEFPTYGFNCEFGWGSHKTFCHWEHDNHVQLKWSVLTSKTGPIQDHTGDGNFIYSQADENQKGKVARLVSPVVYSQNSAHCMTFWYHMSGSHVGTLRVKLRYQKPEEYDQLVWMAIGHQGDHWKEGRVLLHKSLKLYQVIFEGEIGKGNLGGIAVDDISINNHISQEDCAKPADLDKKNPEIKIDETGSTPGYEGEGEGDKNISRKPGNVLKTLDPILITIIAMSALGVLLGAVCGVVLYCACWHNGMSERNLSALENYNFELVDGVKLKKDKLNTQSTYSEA
# eLon inh – inhibitors of E. coli Lon protease, primary screen, biochemical, fluorescence polarization; 360,000 tested, 0.42% active; AID 602123, 2011; purified E. coli Lon protease; inhibition, % at 7.94 µM; P0A9M0; in the data active = inhibition above about 13%, passing the limit was not always enough;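 also: 0% = enzyme with probe and DMSO and 100% = no enzyme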
# MsrA inhibitor – bovine MsrA enzyme inhibitors, primary screen, biochemical, absorbance, HTS; purified bovine MsrA, absorbance read-out; inhibition, % at 15.5 µM; AID 651718, 2012; 360,000 tested, 0.75% active; in the data active = inhibition above about 4.5%;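 also: 0% = vehicle wells with enzyme and 100% = reference inhibitor wells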
# DNMT1 inh – human DNMT1 methyltransferase inhibitors, primary screen, biochemical, molecular beacon, fluorescence, HinP1I cleavage, uHTS | inhibition (reported as % activation of signal), % at 10 µM | 360,000 tested, 0.83% active | AID 588458, 2011; in the data active = inhibition above about 50%
# * = called active by the depositor; / = no result given; & = joins results of further samples.
# A first look:
SMILES,Tb MetRS inh,LMPTP block,SUMO1-SIM PPI,STEP block,Scp1 inh,bovine MsrA act,CendR NRP1 mod,eLon inh,MsrA inhibitor,DNMT1 inh
CC(=O)OCCCN(C)CC/C=C1/c2ccccc2CSc2ccccc21,-0.5,0.3,1,2,-4,4,-6,3,0.3,1
Nc1nnc(SCC(=O)NNC(=O)c2ccc([N+](=O)[O-])cc2)s1,0.5,-0.4,-31,-2,-8,-4,-14,-1,0.3,3
NC(=O)c1ccsc1NC(=O)CN1C(=O)C2CC=CCC2C1=O (centres undefined),-0.8,-0.8,3,-5,0,-2,-4,-2,0.2,-3
O=C(NC1CCCCC1)NC1CCN(CC(=O)N2CCOCC2)CC1,-0.6,-1.8,-4,-2,-2,-9,-2,-2,-0.8,1
O=C(CCCc1ccccc1)Nc1ccnn1C1CCN(Cc2ccccn2)CC1,-0.9,0.3,-6,-1,10,-2,6,5,1.7,2
CCCOC(=O)c1ccc(-c2c(C)noc2-c2ccc(OC)cc2O)o1,-0.7,3.5,-10,-2,-6,-1,3,6,0.8,-2
Cc1ccc(NC(=O)CN2C(=O)C(C)Oc3ccccc32)nc1 (centres undefined),0.0,-0.2,-2,2,-9,-2,-4,-1,/,-2
Cc1cc(C)c2c(CN3CCN(c4ccccc4)CC3)cc(=O)oc2c1,0.0,2.7,-2,2,/,2,7,-11,-0.3,3
COc1ccc(CNC(=O)c2ccc(-c3ccc(F)c(F)c3)c3ccoc23)cc1OC,-0.3,6.1,-1,2,/,1,-11,-14,0.2,-5

# Main list (from the top)
SMILES,Tb MetRS inh,LMPTP block,SUMO1-SIM PPI,STEP block,Scp1 inh,bovine MsrA act,CendR NRP1 mod,eLon inh,MsrA inhibitor,DNMT1 inh
CC(=O)OCCCN(C)CC/C=C1/c2ccccc2CSc2ccccc21,-0.5,0.3,1,2,-4,4,-6,3,0.3,1
Nc1nnc(SCC(=O)NNC(=O)c2ccc([N+](=O)[O-])cc2)s1,0.5,-0.4,-31,-2,-8,-4,-14,-1,0.3,3
NC(=O)c1ccsc1NC(=O)CN1C(=O)C2CC=CCC2C1=O (centres undefined),-0.8,-0.8,3,-5,0,-2,-4,-2,0.2,-3
O=C(NC1CCCCC1)NC1CCN(CC(=O)N2CCOCC2)CC1,-0.6,-1.8,-4,-2,-2,-9,-2,-2,-0.8,1
O=C(CCCc1ccccc1)Nc1ccnn1C1CCN(Cc2ccccn2)CC1,-0.9,0.3,-6,-1,10,-2,6,5,1.7,2
CCCOC(=O)c1ccc(-c2c(C)noc2-c2ccc(OC)cc2O)o1,-0.7,3.5,-10,-2,-6,-1,3,6,0.8,-2
Cc1ccc(NC(=O)CN2C(=O)C(C)Oc3ccccc32)nc1 (centres undefined),0.0,-0.2,-2,2,-9,-2,-4,-1,/,-2
Cc1cc(C)c2c(CN3CCN(c4ccccc4)CC3)cc(=O)oc2c1,0.0,2.7,-2,2,/,2,7,-11,-0.3,3
COc1ccc(CNC(=O)c2ccc(-c3ccc(F)c(F)c3)c3ccoc23)cc1OC,-0.3,6.1,-1,2,/,1,-11,-14,0.2,-5
CCC(=O)NC(=S)Nc1ccc(NC(=O)c2ccc([N+](=O)[O-])cc2)cc1,0.1,-0.6,-11,1,0,-3,-5,2,1.6,-7
CCn1c(=S)sc2c(=O)n(CC(=O)Nc3cccc(OC)c3)c(C)nc21,0.0,0.2,-2,-1,-11,-1,-4,1,-0.5,0
CC(C)(C)NCC(=Cc1ccccc1)C(=O)c1ccccc1,-0.3,1.1,-6,0,7,-3,22,3,0.0,18
O=C(NCc1ccccc1)C(c1ccc(-c2ccccc2)cc1)N1CCN(c2ccccc2F)CC1 (centres undefined),-0.8,4.5,2,/,/,/,-15,/,1.9,/
CCOC(=O)c1ccc(-c2ccc(/C=N/NC(=O)CN(c3ccccc3Cl)S(C)(=O)=O)o2)cc1,-0.1,3.3,-13,-2,1,1,-6,-3,0.4,-7
Fc1cccc(Cc2noc(CN3CCCCC3c3ccccn3)n2)c1 (centres undefined),-0.4,-1.1,-1,0,-6,-5,4,-3,0.9,-1
Cc1sc2nc(SCc3ccccc3)n(Cc3ccco3)c(=O)c2c1C,-0.7,2.2,2,3,-13,-15,-1,-5,0.6,1
COc1ccc(-c2nnc(SCC(=O)NCc3cccs3)n2CC(C)C)cc1,-1.1,-2.9,0,0,-3,-7,1,-8,0.9,3
COc1ccc(N(C(=O)c2cnccn2)C(C(=O)NC2CCCCC2)c2ccc(O)cc2)cc1 (centres undefined),-0.6,-0.8,4,-4,-7,-2,4,-3,0.1,1
Cc1ccc(-c2cc(C(=O)NCCCN3CCCC3)c3ccccc3n2)cc1C,-0.2,-3.1,-30,1,-8,-4,4,-3,1.0,-7
O=C1c2ccccc2C(c2nnnn2Cc2ccccc2)N1Cc1cccc(F)c1 (centres undefined),-0.5&-1.3,-1.1&-0.6,-6&-9,/,/,-4&-7,0&-9,-14&3,0.3&0.5,/
COc1ccccc1NC(=O)C1=C(C)Nc2nnnn2C1c1cccc(Br)c1 (centres undefined),0.4,-1.5,43*,0,-6,-1,2,2,-1.4,1
O=C(NC(=S)Nc1cc([N+](=O)[O-])ccc1O)C1CC1,-0.3,1.1,-29,0,-5,-4,12,0,2.2,3
COc1ccc(C(C)NC(=O)Cc2cccs2)cc1OC (centres undefined),-0.3,1.6,7,1,-1,1,9,-21,0.3,3
COc1ccc(CN(C(=O)CNC(=O)c2ccco2)C(C(=O)NCC2CCCO2)c2ccc(OC)c(OC)c2)cc1 (centres undefined),0.0,-1.6,6,-3,-2,-3,-5,-2,0.8,0
COc1cccc(C(=O)N2N=C(c3ccccc3)CC2(O)C(F)(F)F)c1 (centres undefined),-0.2,3.4,0,-3,-12,-3,27*,-10,0.2,-1
COc1ccc(CCNC(=O)c2ccc(-c3ccc([N+](=O)[O-])cc3)o2)cc1OC,-0.9,0.2,-16,0,-5,-5,-9,-20,2.7,-3
COc1cc(C(O)C(=O)O)ccc1O (centres undefined),-0.5,-1.3,1,0,-6,-2,10,0,-0.7,4
O=C(CN1CCN(Cc2ccc3c(c2)OCO3)CC1)c1c[nH]c2ccccc12,14*,-2.1,1,2,-5,-1,-7,-14,-0.1,-9
CC(C)(C)c1ccc(C(=O)N2CCC(C(=O)c3ccccc3)CC2)cc1,-1.2,1.4,-1,2,-12,0,-10,-1,-0.1,0
COc1ccc(NC(=O)CSc2nccn2Cc2ccc(F)cc2)cc1,-0.6,-0.6,-3,0,-1,-6,18,3,-0.6,-2
CC1(C(=O)NS(=O)(=O)c2cccc(C#N)c2)CCN1C(=O)C1(c2ccc(Cl)cc2)CCC1 (centres undefined),-0.1,-0.5,8,-3,/,-4,-10,-6,0.3,5
Cc1ccc(C(=O)N/C(=C\c2ccccc2)C(=O)NCC2CCCO2)cc1 (centres undefined),-0.1,-1.0,2,-2,-10,-4,-14,-7,0.9,4
Cc1nn(S(=O)(=O)c2cccc([N+](=O)[O-])c2)c(C)c1S(=O)(=O)N1CCOCC1,0.0,-4.1,-10,2,-2,-1,4,-2,1.6,1
C=CC[C@@H](CC(=O)N[C@H](CO)Cc1ccccc1)C(=O)NCCOC(=O)[C@@H](CC=C)CC(=O)OC(C)(C)C,-0.2,-0.9,1,-3,-12,2,6,-10,1.0,3
COc1ccc(S(=O)(=O)N2CCN(c3ccc(F)cc3)CC2)cc1OC,-1.2,-2.0,8,-6,11,-12,5,8,-1.1,2
Nc1nc(-c2cccnc2)nn1C(=O)CCc1ccccc1,0.1,-0.1,1,-5,-9,-3,-15,1,2.0,2
O=C(OCC(=O)N1CCCc2ccccc21)c1cc(Br)ccc1O,-0.1,1.1,-31,-2,-4,1,2,5,0.9,7
COc1ccc(C(=O)OCc2nnc(-c3ccccc3)o2)cc1S(=O)(=O)N1CCOCC1,0.0,0.0,1,-2,-1,-2,-17,-9,-0.2,-1
O=C(CSc1ncn[nH]1)NNC(=O)c1ccccc1,-0.2,-0.3,6,-2,-9,0,-3,3,0.4,1
CCC(C)CCN1C(Nc2ccccc2)=NC[C@@H]1C (some centres undefined),0.8,-0.3,6,0,-6,4,2,-12,-1.0,0
O=C(/C=C1\OCc2ccccc21)c1ccccc1,-0.2,-1.5,-24,/,/,/,8,/,3.5,/
COc1ccc(OC)c(C(=O)CSc2nc3cccnc3n2C)c1,0.0,-1.8,-3,-3,-4,-9,14,-7,0.9,-1
COc1ccc([C@@H](C)NC(=O)c2ccc3oc(C(C)C)nc3c2)cc1,0.5,-0.8,0,1,-10,-2,7,5,-0.4,0
CC1(C)CC(=O)C=C(NCCN2CCN(C(=O)Nc3ccc(Cl)cc3)CC2)C1,-0.6,-4.5,-1,-1,-3,1,16,4,-0.2,-2
CCOC(=O)N1CCN(c2ccc([N+](=O)[O-])cc2)CC1,0.9,-1.0,-21,12,-4,-4,-15,-4,0.8,3
CCOc1ccc(S(=O)(=O)N2Cc3ccccc3CC2C(=O)NCCCn2ccnc2)cc1 (centres undefined),0.1,-0.5,-4,-1,-5,0,14,-3,-0.2,-2
COc1ccc(Cl)cc1C(=O)N1CCC2(CC1)CC(=O)c1ccccc1O2,-0.1,-0.4,2,6,-4,-6,8,-2,-1.5,-3
Cc1csc2cc(-c3cccc([N+](=O)[O-])c3)c(-c3cccc([N+](=O)[O-])c3)c[n+]12,-0.5,0.1,-17,-3,-4,-9,14,7,1.3,0
COc1cccc(-n2nc(C(=O)Nc3ccc4c(c3)OCO4)c3ccccc3c2=O)c1,0.4,1.3,-6,0,-16,-2,7,0,/,-5

# Rows are unselected. About 4.3% of those tested had a hit in this group.
